Compound activity deposited in PubChem BioAssay by Fisher Drug Discovery Resource Center.
NPYLR7 agonist = mosquito NPYLR7 agonism; 270,000 compounds, 0.15% hits; HEK293T NPYLR7/Galpha15, GCaMP6s calcium fluorescence; activation, % at 10 µM; in the data active = activation above about 40%;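 also: 0% = vehicle and 100% = reference agonist at the receptor; some compounds past the cut are filed as inactive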
mcGAS inh = blocks mouse cGAS activity | Q8C6L5 | recombinant cGAS, Kinase-Glo ATP depletion luminescence | inhibition, % at 12.5 µM | 160,000 compounds, 0.15% hits | AID 1259399;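 also: 0% = negative control wells and 100% = reference inhibitor with no enzyme activity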
hcGAS inh = blocks human cGAS activity; inhibition, % at 12.5 µM; AID 1259398; 290,000 compounds, 0.081% hits; Q8N884; recombinant h-cGAS, ATP depletion, Kinase-Glo luminescence;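 also: 0% = vehicle reaction and 100% = reaction without DNA for no activity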
Target sequence (Q8N884 whole entry, looked up): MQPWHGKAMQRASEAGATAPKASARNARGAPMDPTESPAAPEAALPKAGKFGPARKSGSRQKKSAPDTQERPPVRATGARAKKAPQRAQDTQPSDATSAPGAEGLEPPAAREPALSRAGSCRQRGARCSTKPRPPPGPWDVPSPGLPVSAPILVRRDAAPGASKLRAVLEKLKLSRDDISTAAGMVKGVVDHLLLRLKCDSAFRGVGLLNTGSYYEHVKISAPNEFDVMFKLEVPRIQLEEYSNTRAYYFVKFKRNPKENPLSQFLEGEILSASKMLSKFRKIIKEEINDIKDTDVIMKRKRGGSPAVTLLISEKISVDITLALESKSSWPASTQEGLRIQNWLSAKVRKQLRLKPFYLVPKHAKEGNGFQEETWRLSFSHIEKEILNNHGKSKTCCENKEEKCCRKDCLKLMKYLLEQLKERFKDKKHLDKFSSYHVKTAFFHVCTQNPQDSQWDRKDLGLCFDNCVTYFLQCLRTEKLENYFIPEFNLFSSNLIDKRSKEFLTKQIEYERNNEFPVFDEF
* hit, by the source's call; nt = not tested or not shown; & = joins results of further samples. Rule as the data show it, unless noted: active = inhibition above about 40%; inactive = the rest.

smiles	NPYLR7 agonist	mcGAS inh	hcGAS inh
COc1ccc(S(=O)(=O)N2CCC[C@@H]2C(=O)NC2CCC(NC(=O)c3ccccc3)CC2)cc1 (stereo partly specified)	3	0	0
CCSCCNC(=O)c1c(C)noc1-c1ccc(C(C)(C)C)cc1	27	-7	-7
CC1CCN(Cc2ccc(CNC(=O)Cc3cn4ccccc4n3)cc2)CC1	-2	nt	-5
CCOc1ccc(-n2nnnc2CN2CCN(S(=O)(=O)c3ccc(F)cc3)CC2)cc1	9	-10	-3
Cc1ccc2nc(CN(C)C(=O)CC3CCc4ccccc43)[nH]c2c1 (stereo unspecified)	9	-13	-3
CCOC(=O)c1c(C(C)C)csc1N=Cc1c(O)n(C)c(=O)n(C)c1=O	17	-7	-3
CC(C)CCN(CC(=O)Nc1cc(C(C)(C)C)no1)C1CC1	3	nt	-9
CC(C)Cn1c(CCNC(=O)C(C)(C)C)nc2ccccc21	-2	-6	-1
O=C(CSc1nc2ccccc2c(=O)n1C1CC1)c1ccc(O)c(O)c1	1	-5	-2
Cc1ccc(-c2nc(NC(=O)c3ccn(C)c(=O)c3)sc2C)s1	-22	nt	-6
O=C(O)c1ccc(NCc2ccccc2)c(NC(=O)C2C3C=CC(C3)C2C(=O)O)c1 (stereo unspecified)	-4	nt	-3
CCOC(=O)c1c(NC(=O)c2ccc([N+](=O)[O-])cc2)sc(C(=O)Nc2ccccc2C)c1C	-8	nt	-5

One compound at a time, from the list above. Values in the order: NPYLR7 agonist	mcGAS inh	hcGAS inh
Results for `Cc1ccc2nc(CN(C)C(=O)CC3CCc4ccccc43)[nH]c2c1` (stereo unspecified) → 9	-13	-3
Results for `CCOC(=O)c1c(C(C)C)csc1N=Cc1c(O)n(C)c(=O)n(C)c1=O` → 17	-7	-3
Results for `Cc1ccc(-c2nc(NC(=O)c3ccn(C)c(=O)c3)sc2C)s1` → -22	nt	-6
Results for `CCSCCNC(=O)c1c(C)noc1-c1ccc(C(C)(C)C)cc1` → 27	-7	-7

(further entries)
smiles	NPYLR7 agonist	mcGAS inh	hcGAS inh
COc1cc(C(=O)NN=c2oc3ccccc3cc2C(N)=O)cc(OC)c1OC	-1	-4	-1
NC(=O)c1c(NC(=O)CN2CCN(C(=O)C3CCCO3)CC2)sc2c1CCC2 (stereo unspecified)	6	nt	-6
O=C(O)C1(Cc2ccccc2C(F)(F)F)CCN(c2cnccn2)CC1	14	nt	-5
O=C(NCc1cccc(Cl)c1)C1CCCN1C(=O)c1cccs1 (stereo unspecified)	8	nt	-5
O=C(Cc1cccs1)N1CC(=O)N(CC2CC2)CC(O)C1 (stereo unspecified)	22	-4	10
Cc1ccc2oc(-c3ccc(C)c(N)c3)nc2c1	3	-3	-2
Cc1cccc(C(=O)N2C(C(=O)NCc3ccccn3)COC23CCN(C(=O)c2ccc(F)cc2)CC3)c1 (stereo unspecified)	2	-5	-3
COC(=O)c1sc2nc(-c3ccccc3)cc(-c3ccc(OC)cc3)c2c1N	-4	-9	-6
COCCN(CC(=O)N(CCc1c[nH]c2ccccc12)Cc1ccccc1OC)C(=O)c1cccc(OC)c1	8	-4	-2
CCCCN(C)C(=O)c1sc(=O)n(Cc2ccc(Cl)c(Cl)c2)c1C	11	nt	-5
O=C(CC(c1ccccc1C(F)(F)F)c1c[nH]c2ccccc12)NCCc1ccccc1 (stereo unspecified)	-3	-3	-2
CS(=O)(=O)N1CCN(C(=O)c2csc(-c3cc4ccccc4[nH]3)n2)CC1	1	nt	-4
Cc1c(Br)c(C(F)(F)F)nn1CC(=O)Nc1sc2c(c1C(=O)OC(C)C)CCCC2	-1	nt	-6
CCc1nc2ccc(C(=O)Nc3cccc(OC)c3)cn2c1N(C)CCN1CCOCC1	21	-3	-6
COc1ccc(O)cc1CN1CCCC(CNC(=O)C=C(C)C)C1 (stereo unspecified)	nt	-1	2
C[n+]1cccc(/C=N\Nc2nc(Cl)c(C#N)c(Cl)c2Cl)c1	-9	nt	-4
Cc1cc(C)c(NC(=O)CCCn2nc(-c3ccc(F)cc3)ccc2=O)c(C)c1	6	-8	-5
CCCCc1ccc(-c2nc(C=Nc3ccc(OC)cc3)c(O)o2)cc1	0	-6	-2
N#Cc1cc([N+](=O)[O-])ccc1Oc1ccc(Br)cc1Br	1	-6	-8
O=C(c1nnn(-c2ccccc2)c1CSc1ncccn1)N1CCN(c2ccccc2F)CC1	-1	-7	-8
CCCc1nc(C)cc(N2CCC(Cc3ccccc3)(C(=O)O)CC2)n1	1	nt	-6
O=C(NC1CCN(c2ccccc2C(=O)NCC2CCCO2)CC1)c1ccc(Cl)cc1Cl (stereo unspecified)	21	-6	-7
CCCC1(C2CCN(C(=O)C(=O)C(C)CC)CC2)NC(=O)N(Cc2ccco2)C1=O (stereo unspecified)	3	-11	-4
CCC(CC)C(=O)N1CCN(c2nccn2-c2ccccc2F)CC1	4	-1	3

By substructure: the compounds so far with a CF3 group (three)
smiles	NPYLR7 agonist	mcGAS inh	hcGAS inh
O=C(O)C1(Cc2ccccc2C(F)(F)F)CCN(c2cnccn2)CC1	14	nt	-5
O=C(CC(c1ccccc1C(F)(F)F)c1c[nH]c2ccccc12)NCCc1ccccc1 (stereo unspecified)	-3	-3	-2
Cc1c(Br)c(C(F)(F)F)nn1CC(=O)Nc1sc2c(c1C(=O)OC(C)C)CCCC2	-1	nt	-6

New compounds follow:
smiles	NPYLR7 agonist	mcGAS inh	hcGAS inh
Cc1nn(C)cc1-c1ccnc(NCc2nc3c(s2)CCCC3)n1	14	nt	-3
Cc1ccc(-c2ccc(=O)n(CN(C)C(C3CC3)C3CC3)n2)s1	3	-16	-15
CN(C)c1ncc(CNS(=O)(=O)c2cc(F)cc(F)c2)n1C	14	nt	-9
CC(C)CN(C/C=C/c1ccccc1)C(=O)CNC(=O)N(C)C	10	-10	-7
CSc1nc(NCC(C)C)c2cnn(CCNC(=O)c3ccc(OC(C)C)cc3)c2n1	nt	-6	-5
O=C(NCCc1ccc(Cl)cc1Cl)c1cc(-c2cccs2)nn1-c1ccc(F)cc1	-3	-4	-7
CCN1CCN(c2cc(-c3ccc(F)cc3)c3c(n2)CCCCCC3)CC1	-3	-10	-4
O=Nc1c(-c2c(O)[nH]c3cc(Br)ccc23)[nH]c2ccccc12	4	-13	-21
CC1COCC(C)N1CC(=O)NC(=O)NCCc1cccs1 (stereo unspecified)	1	nt	-6
CC(C)(O)c1ccc(CN(Cc2ccccc2)CC2CCCO2)o1 (stereo unspecified)	-5	0	-1
Cc1ccc(NC(=O)NCC2CCCN(Cc3ccncc3)C2)cc1 (stereo unspecified)	5	-19	-7
C=C(C)Cn1c(N2CCN(Cc3ccc(Cl)cc3Cl)CC2)nc2c1c(=O)[nH]c(=O)n2C	20	nt	-7
CCOC(=O)CSc1nn(C)c(=S)s1	2	nt	-2
O=C(NCC1CC(=O)N(C2CC2)C1)c1ccc2oc(Cc3ccc(Cl)cc3)nc2c1 (stereo unspecified)	17	-13	-10
CN(C)CCN(Cc1ccccc1)C(=O)c1cc(-c2ccccc2F)n2nc(-c3ccccc3)cc2n1	-8&13	-7&-5	-4&-6
O=C(CN1CCc2sccc2C1)Nc1cc(F)cc(F)c1	2	nt	-3
C=CCOCC1CN(Cc2ccc(OC)cc2)S(=O)(=O)c2cccnc2O1 (stereo unspecified)	1	2	1
Cc1nc(CSCC(=O)Nc2ccc(C)c(Cl)c2)no1	0	nt	-2
COc1ccc(S(=O)(=O)N(CC(=O)NCc2ccccn2)c2ccc(C)cc2)cc1OC	-2	-6	-5
COc1ccc(NC(=O)CC2OCC3CCCCN3C2=O)cc1 (stereo unspecified)	0	nt	4
CCS(=O)(=O)c1cccc(-c2cc(C(=O)NC3CCN(C)CC3)c(C)c3[nH]c4ncc(C)cc4c23)c1	1	23	-8
Cc1nccn1-c1cc(N2CCN(C(=O)c3ccc(Br)o3)CC2)ncn1	-18	-4	3
O=C(COC(=O)C1CCOCC1)NCc1ccco1	1	nt	-4
Cn1c(=O)[nH]c(=O)c2c1nc(N1CCN(Cc3ccccc3)CC1)n2CCCSc1ncccn1	-1	-9	-7
CCCCCN(Cc1nc(C(=O)OCC)cs1)C(=O)Nc1ccc(F)c(Cl)c1	-4	-3	-9
Cc1nnc(C(C)OC(=O)c2cc(Br)ccc2C)o1 (stereo unspecified)	5	nt	-5
Cc1ccc(C)c2sc(N(Cc3cccnc3)C(=O)C3CCCN3S(C)(=O)=O)nc12 (stereo unspecified)	1	nt	-1
CN(C)c1ccc(NC(=O)C2CCC2)cc1CN(C(=O)c1cccc(F)c1)C1CCCCC1	1	1	1
N#C/C(=C\c1ccc(O)c(O)c1)C(=O)NCCCc1ccccc1	120*	1	9
COCCC(=O)Nc1ccc2c(c1)CN(Cc1ccoc1)CC2	2	-2	-4
CCOC(=O)c1sc(=NC(=O)c2nc3ccccc3s2)n(C)c1C	0	nt	-12
COC(=O)c1ccc(F)c(NC(=O)c2cc(C)[nH]c2C)c1	-2	nt	-13
O=C(Nc1ccccc1F)c1cc2n(n1)CCN(CC1CC1)C2=O	-7	-2	0
CCOC(=O)C1CCN(C(c2cccnc2)c2c(C)[nH]c3ccccc23)CC1 (stereo unspecified)	3	nt	-9
COCCn1c(C)c(C)n2c3c(=O)n(CCCc4ccccc4)c(=O)n(C)c3nc12	2	nt	-2
CCc1nc2n(n1)C(=O)C(C(c1ccc(F)cc1)N1CCN(CCO)CC1)S2 (stereo unspecified)	-2	-8	-7

Some values from the results shown.
hcGAS inh with CN(C)c1ccc(NC(=O)C2CCC2)cc1CN(C(=O)c1cccc(F)c1)C1CCCCC1 = 1
NPYLR7 agonist with N#C/C(=C\c1ccc(O)c(O)c1)C(=O)NCCCc1ccccc1 = 120*

The listing continues.
smiles	NPYLR7 agonist	mcGAS inh	hcGAS inh
CN(Cc1cnc2ccccc2n1)c1nccc(CCC(F)(F)F)n1	17	nt	1
CCOC(=O)C1=C(O)/C(=C\c2ccc([N+](=O)[O-])cc2)SC1=Nc1ccc(OC)c(OC)c1	8	-4	-5
CC(=O)NCCNC(=O)c1nnc2n1CCN(C(=O)Cc1ccccc1)C2	7	nt	-6
CC(C)N1CCN(Cc2cccc3c2oc2ccccc23)CC1CCO (stereo unspecified)	-2	nt	3
Fc1cccc(/C=N\N=C/c2cccc(F)c2)c1	5	-6	-8
COCCNC(=O)Cc1cc(-c2cc3ccccc3o2)on1	7	-7	-3
CCOC(=O)C(Cc1ccccc1)NC(=O)N1CCN(CC(OCc2cccc(C)c2)c2ccc(Cl)cc2)CC1 (stereo unspecified)	nt	-8	-9
COC(=O)c1ccc2c(c1)CN(C(=O)c1ccc(-n3cccc3)cc1)CC2	10	nt	0
CCOC(=O)N1CCN(C(=O)COC(=O)c2[nH]c(C)c(C(C)=O)c2C)CC1	-1	nt	0
C/C=C\C(=O)N1CCN(Cc2nnnn2-c2cccc(F)c2)CC1	-2	-8	-5
CC(=O)OCC12COC(=O)C1(C)C1CCC2O1 (stereo unspecified)	8	nt	-5
COc1ccc(CNC(=O)CCn2cnc3sc4c(c3c2=O)CCCC4)cn1	7	nt	-2
CC(=O)c1ccc(NC(=O)COc2cc(=O)n3ccccc3n2)cc1	-6	-7	-6
CC(=O)c1cccc(Nc2cc3[nH]c(-c4cccc(F)c4)cc3cn2)c1	14	-7	-5
Cn1cc(Cl)c(-c2c(-c3ccccc3)ncn2CCc2cnc[nH]2)n1	16	-16	-6
COCCN(Cc1nccn1Cc1ccc(Cl)cc1Cl)C(=O)c1ccco1	28	-5	-7
Cc1cn2c3c(=O)n(CC(N)=O)c(=O)n(C)c3nc2n1-c1ccc(N(C)C)cc1	-8	nt	-3
CCOC(=O)c1ccc(Nc2ncnc3c2nnn3CC)cc1	6	-7	-4
CCOC(=O)N1CCN(C2CCCN(C(=O)c3cc4c(s3)CCCCC4)C2)CC1 (stereo unspecified)	1&3	nt	-7&0
CSc1ccc(CNC(=O)C2(C)CCCCN2C)cc1 (stereo unspecified)	6	-7	-14
COc1ccc(F)c(-c2ccnc(CO)c2)c1	22	-5	-6
Cc1cc(NC(=O)CN2CCC(Oc3c(C)cccc3C)CC2)on1	-1	nt	0
Cc1cnn(C(C)C(C)NCc2ccc(N3CCOCC3)c(F)c2)c1 (stereo unspecified)	-2	nt	-5
COc1ccc(CN2C3CCC2CC(NS(=O)(=O)c2cc(C)ccc2OC)C3)c(OC)c1 (stereo unspecified)	0	-7	-7
CCCCCn1c(=O)c2c(nc3n2CCN3c2ccc(F)cc2)n(C)c1=O	2	-6	-7
Cc1ccc(C(=O)N(CC(C)C)CC2CN(Cc3ccc(F)cc3)CCO2)cc1 (stereo unspecified)	3	nt	-7
COc1ccc(C)cc1-n1ccc(C(=O)N2CC(C(N)=O)CCC2C)n1 (stereo unspecified)	-27	nt	-10
Clc1ccc(-c2cc(Cl)ncn2)cc1	-2	nt	-3
